Bioassay records as filed in PubChem BioAssay.
Tb MetRS inh = T. brucei MetRS inhibitors, primary screen, biochemical, luminescence. methionyl-tRNA synthetase (Trypanosoma brucei brucei). purified T. brucei MetRS, ATP depletion, Kinase-Glo luminescence. inhibition, % at 11.9 µM. 360,000 tested, 0.4% active;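 active means inhibition above a per-plate cutoff of the control wells' mean inhibition plus 3 SD, cut at about 5.5% in these data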;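 further: 0% = DMSO wells median and 100% = median of wells with control inhibitor compound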
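Dosing: 11.9 µM compound single dose, 0.9% DMSO; Assay system: purified T. brucei MetRS enzyme; Measured by: Kinase-Glo luciferase luminescence reporting remaining unconsumed ATP; Schedule: 15 min plus 2 h at 25 °C.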
DNMT1 inh = human DNMT1 methyltransferase inhibitors, primary screen, biochemical, molecular beacon, fluorescence, HinP1I cleavage, uHTS. inhibition (reported as % activation of signal), % at 10 µM. 360,000 tested, 0.83% active; in the data active means inhibition above about 50%
Rpn11 block = Rpn11 (PSMD14) deubiquitinase inhibitors, primary screen, biochemical, fluorescence polarization, uHTS; AID 588493, 2011; calls only at 20 µM; human 26S proteasome, Ub4-pepOG fluorescence polarization; 20S core pre-blocked with epoxomicin; 360,000 tested, 0.59% active;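 active means inhibition at 20 µM, scaled to each plate's controls, above about 33%, limit read from the data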
CSN deneddyl inh = inhibitors of CSN-mediated cullin deneddylation, primary screen, biochemical, fluorescence polarization, uHTS | COP9 signalosome complex subunit 5 (Homo sapiens), Q92905 | Purified CSN, SCF-Nedd8-OG deneddylation | inhibition, % at 12.5 µM | 360,000 tested, 0.38% active | AID 651999, 2013;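 active means pattern-corrected inhibition above about 35%, with an unprinted fluorescence ratio check between 0.5 and 1.5, limit read from the data, passing the limit was not always enough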;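 further: 0% = enzyme with substrate and 100% = substrate without enzyme; some results filed as inactive read as strong as hits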
Target sequence (Q92905 whole entry, looked up, one chain of several): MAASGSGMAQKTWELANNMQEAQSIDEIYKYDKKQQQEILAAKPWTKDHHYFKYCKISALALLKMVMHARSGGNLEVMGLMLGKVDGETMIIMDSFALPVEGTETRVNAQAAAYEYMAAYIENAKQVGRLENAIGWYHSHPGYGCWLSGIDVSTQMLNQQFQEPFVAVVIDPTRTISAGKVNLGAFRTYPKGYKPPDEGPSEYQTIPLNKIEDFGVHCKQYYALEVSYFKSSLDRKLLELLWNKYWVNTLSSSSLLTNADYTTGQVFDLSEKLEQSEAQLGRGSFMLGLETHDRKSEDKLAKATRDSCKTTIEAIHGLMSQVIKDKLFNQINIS
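Test system: purified human Csn5 enzyme expressed in HEK293T cells. Amount: 0.24 nM enzyme. Reagent: SCFSkp2-Nedd8OG substrate at 10 nM final. Schedule: 90 min incubation of compound, enzyme and substrate at room temperature. Detection: fluorescence polarization. Read-out: % inhibition of substrate cleavage by Csn5.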
SUMO1-SIM PPI = modulators of SUMO1 protein-protein interactions, primary screen, biochemical, uHTS; 360,000 tested, 0.33% active; Small ubiquitin-related modifier 1 (Homo sapiens), P63165; inhibition, % at 20 µM; SUMO1 binding to a labelled peptide, TR-FRET, 1 h; in the data active means inhibition above about 37%
Target sequence (P63165 whole entry, looked up): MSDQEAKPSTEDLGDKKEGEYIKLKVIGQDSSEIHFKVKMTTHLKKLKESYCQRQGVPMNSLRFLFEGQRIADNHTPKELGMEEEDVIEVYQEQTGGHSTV
LMPTP block = LMPTP phosphatase inhibitors, primary screen, biochemical, fluorescence intensity, uHTS; Low molecular weight phosphotyrosine protein phosphatase (Homo sapiens), P24666; 360,000 tested, 0.22% active; AID 651560, 2012; recombinant LMPTP-A, OMFP fluorogenic substrate; inhibition, % at 20 µM;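 active means compounds that cut the enzyme signal by at least half of the control window in the single-dose screen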;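 further: plate controls were DMSO wells with enzyme plus substrate for no effect and substrate without enzyme for full effect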
Target sequence (P24666 whole entry, looked up): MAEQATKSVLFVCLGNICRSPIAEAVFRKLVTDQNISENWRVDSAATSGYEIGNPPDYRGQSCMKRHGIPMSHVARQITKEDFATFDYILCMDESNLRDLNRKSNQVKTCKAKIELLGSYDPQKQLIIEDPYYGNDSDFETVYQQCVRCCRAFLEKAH
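test system = LMPTP-A | amount = 0.625 nM LMPTP-A final | reagent = fluorogenic phosphatase substrate OMFP at 400 µM final | incubation = 50 min at room temperature | benchmarks = no-enzyme low control, uninhibited high control | medium = Bis-Tris pH 6.0, DTT, detergent | signal = fluorescence intensity of OMFP turnover product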
MsrA inh = bovine MsrA enzyme inhibitors, primary screen, biochemical, absorbance, HTS | purified bovine MsrA, absorbance read-out | inhibition, % at 15.5 µM | 360,000 tested, 0.75% active | AID 651718, 2012; in the data active means inhibition above about 4.5%;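 further: 0% = vehicle wells with enzyme and 100% = reference inhibitor wells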
Scp1 inh = Scp-1 phosphatase inhibitors, primary screen, biochemical, colorimetric, uHTS; Recombinant Scp1, phosphopeptide, malachite green phosphate absorbance; AID 493091, 2011; inhibition, % at 20 µM; Carboxy-terminal domain RNA polymerase II polypeptide A small phosphatase 1 (Homo …; 340,000 tested, 0.88% active;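 active means inhibition above about 50% at 20 µM, limit read from the data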;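 further: plate controls were DMSO wells with enzyme for no effect and wells lacking enzyme for full effect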
Target sequence (Q9GZU7 76-261 limits assumed): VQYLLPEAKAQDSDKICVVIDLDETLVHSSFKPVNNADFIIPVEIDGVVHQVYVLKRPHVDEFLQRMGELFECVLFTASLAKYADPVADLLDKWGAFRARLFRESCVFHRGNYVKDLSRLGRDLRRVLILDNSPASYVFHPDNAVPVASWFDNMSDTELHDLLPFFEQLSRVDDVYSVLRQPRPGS
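Test system: SCP-1 phosphatase catalytic domain, residues 76-261 | Compound dosing: One concentration, 20 µM, with 1.0% DMSO | Schedule: 45 min room-temperature reaction, 5 min colour, 30 min stabiliser | Detection: Absorbance at 630 nm | Read-out basis: % inhibition of SCP-1 phosphate liberation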
STEP inh = STEP phosphatase inhibitors, primary screen, biochemical, fluorescence intensity, uHTS; recombinant STEP, OMFP fluorogenic substrate; inhibition, % at 20 µM; 360,000 tested, 0.25% active; AID 588621, 2011;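 active means inhibition at 20 µM, scaled per plate between control wells, above about 37%, limit read from the data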;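 further: 0% = DMSO with enzyme and substrate and 100% = substrate only without enzyme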
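Assay system: isolated STEP enzyme. Buffer or medium: pH 6.0 Bis-Tris with DTT and Tween 20. Also added: fluorogenic phosphatase substrate OMFP at 25 µM final. Dosing: 20 µM, 1% DMSO. Timing: 20 min reaction, room temperature, in the dark. Measured by: fluorescence intensity, excitation 480 nm, emission 540 nm. Evaluation: normalized % inhibition.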
NadD inh = inhibitors of S. aureus NadD, primary screen, biochemical, colorimetric, uHTS; inhibition, % at 20 µM; Nicotinate-nucleotide adenylyltransferase NadD (Staphylococcus aureus N315); purified NadD enzyme, colorimetric absorbance read-out; AID 602399, 2012; 360,000 tested, 0.78% active; in the data active means inhibition above about 26%; further: some compounds past the cut are filed as inactive
* marks the source's active call; other numbers are inactive results; i = inactive; / = not tested or not shown.

SMILES | Tb MetRS inh | DNMT1 inh | Rpn11 block | CSN deneddyl inh | SUMO1-SIM PPI | LMPTP block | MsrA inh | Scp1 inh | STEP inh | NadD inh
C[C@@H]1CN([C@@H](C)CO)C(=O)c2cc(Br)cnc2O[C@H]1CN(C)C(=O)C1CC1 | -0.6 | -5 | i | 17 | 4 | 0.6 | 0.2 | / | 0 | 0
CCOC(=O)C1CCN(C(=O)c2cccnc2)CC1 | -0.8 | -2 | i | -1 | -2 | -3.0 | -1.0 | 0 | 6 | -2
S=C(Nc1ccccc1)N1N=C(c2cccs2)CC1c1cccs1 (centres undefined) | 0.6 | -4 | i | 2 | -8 | 1.9 | 2.0 | -15 | 13 | 2
CC1=CC(c2ccc(Cl)cc2)n2nc(NC(=O)CCC(=O)O)nc2N1 (centres undefined) | 0.1 | -6 | i | 2 | -17 | -8.0 | 0.2 | 3 | -2 | 2
Cc1ccc(O)c(-c2[nH]ncc2C(=O)c2ccc(Cl)cc2)c1 | -0.9 | 0 | i | -5 | 0 | 0.7 | -0.6 | 0 | -1 | -9
Cc1nc(-c2ccccn2)nc(N(C)c2ccccc2)c1Cl | -0.6 | 1 | i | -1 | 1 | -1.4 | -0.2 | -1 | 1 | -4
CCOC(=O)C1(Cc2cccc(OC)c2)CCN(Cc2csc(C(C)=O)c2)CC1 | -0.8 | -4 | i | 4 | 7 | -0.3 | 0.2 | -14 | -1 | 0
Brc1cccc(CNCC2CCCO2)c1 (centres undefined) | -0.5 | 2 | i | 0 | 5 | -2.4 | -0.4 | -4 | -4 | 4
O=c1oc2c(CN3CCOCC3)c(O)c(Cl)cc2c2c1CCC2 | -0.4 | 0 | i | 2 | 0 | -2.7 | 1.0 | / | -1 | -5
CCN(CC(=O)Nc1ccc(NC(C)=O)cc1)C(=O)c1oc2c(ccc3ccccc32)c1C | -0.4 | -23 | i | 1 | 1 | 2.2 | -0.1 | -5 | 2 | -7

Reformatted tab-delimited: five of the compounds above.
Molecule	Tb MetRS inh	DNMT1 inh	Rpn11 block	CSN deneddyl inh	SUMO1-SIM PPI	LMPTP block	MsrA inh	Scp1 inh	STEP inh	NadD inh
CCOC(=O)C1(Cc2cccc(OC)c2)CCN(Cc2csc(C(C)=O)c2)CC1	-0.8	-4	i	4	7	-0.3	0.2	-14	-1	0
CCOC(=O)C1CCN(C(=O)c2cccnc2)CC1	-0.8	-2	i	-1	-2	-3.0	-1.0	0	6	-2
Cc1ccc(O)c(-c2[nH]ncc2C(=O)c2ccc(Cl)cc2)c1	-0.9	0	i	-5	0	0.7	-0.6	0	-1	-9
O=c1oc2c(CN3CCOCC3)c(O)c(Cl)cc2c2c1CCC2	-0.4	0	i	2	0	-2.7	1.0	/	-1	-5
CCN(CC(=O)Nc1ccc(NC(C)=O)cc1)C(=O)c1oc2c(ccc3ccccc32)c1C	-0.4	-23	i	1	1	2.2	-0.1	-5	2	-7

Additional compounds.
SMILES | Tb MetRS inh | DNMT1 inh | Rpn11 block | CSN deneddyl inh | SUMO1-SIM PPI | LMPTP block | MsrA inh | Scp1 inh | STEP inh | NadD inh
O=C(O)CCN1C(=O)c2ccc(NC(=O)CSc3ccc(Cl)cc3)cc2C1=O | -0.8 | 0 | i | -2 | -17 | -2.2 | 0.4 | -8 | 2 | -5
CCN(C(=O)COC(=O)CCC(=O)c1ccc(Cl)cc1)c1c(N)n(Cc2ccccc2)c(=O)[nH]c1=O | -0.2 | 0 | i | -4 | 0 | -0.4 | -0.1 | -2 | 0 | 7
CCn1c(CSc2nc3ccccc3s2)nnc1SCC(=O)OC(C)(C)C | -1.0 | 2 | i | -3 | 0 | -0.4 | 1.5 | 10 | 1 | -3
CN(C)CCCNc1nc(-c2ccccc2)c2c(c1C#N)CC(C)(C)OC2 | -0.3 | 1 | i | -3 | 6 | 3.0 | 0.6 | -11 | 1 | -1
Cc1[nH]c(=O)[nH]c1C(=O)CCCCC(=O)O | -0.3 | 1 | i | -6 | 2 | -0.3 | 0.7 | -2 | 1 | 2
CCCc1nnc2n1N=C(c1ccc(C)cc1)CS2 | -0.1 | -3 | i | 1 | -1 | -0.3 | 0.2 | -11 | 0 | 0
CC(=O)Nc1ccc(NC(=O)C(C)OC(=O)c2ccc3ccccc3n2)cc1 (centres undefined) | -0.4 | -3 | i | 0 | -17 | -1.8 | 1.0 | -6 | 0 | -4
CSC[C@H]1CN(CCc2ccccc2)C(=O)[C@@H]1CC(=O)Nc1ccccc1 | 0.4 | 1 | i | 4 | -1 | -1.4 | -0.1 | / | 2 | -1
CC(C)CN(C(=O)COC(=O)c1ccc([N+](=O)[O-])s1)c1c(N)n(Cc2ccccc2)c(=O)[nH]c1=O | -0.6 | 56* | i | 8 | -19 | -0.6 | 2.5 | -4 | 0 | -5
COc1ccc(/C=C2\SC(=O)N(CCNC(=O)Cc3coc4cc(C)ccc34)C2=O)cc1OC | -0.4 | -3 | i | -6 | -23 | 1.3 | 3.2 | -6 | 3 | -2
Cc1ccc(NC(=S)NC(C)(C)C)c([N+](=O)[O-])c1 | 0.5 | 4 | i | -1 | -12 | 0.4 | 0.1 | 0 | 2 | -1
Cn1c(COc2ccccc2)nnc1SCC(=O)Nc1ccc2c(c1)OCO2 | -0.1 | -7 | i | 2 | 37 | -0.8 | -1.5 | -11 | 2 | 3
Cn1nc(C(C)(C)C)cc1N1C(=O)CCC1(C)C(=O)NC1CCCC1 (centres undefined) | -0.8 | 3 | i | 0 | -1 | -1.4 | 0.6 | / | -3 | -4
COc1cc(N)c(Cl)cc1C(=O)OCC(=O)NCc1cccs1 | -0.2 | -8 | i | 4 | 5 | 0.6 | 1.0 | 0 | 1 | -4
CCOc1ccc2oc(=O)cc(CN3CCN(Cc4ccccc4)CC3)c2c1 | -1.1 | 3 | i | 7 | -6 | 0.0 | -0.1 | -4 | -1 | -5
CC(C)N1CCc2c(sc(NC(=S)NC(=O)c3ccccc3)c2C#N)C1 | -0.1 | -3 | / | 40* | -18 | 24 | 0.6 | 4 | -5 | 5
COc1ccccc1OCc1ccc(C(=O)NC2CCCCC2)o1 | -0.1 | 1 | i | 3 | 10 | 0.8 | -0.9 | -7 | 1 | -3
CCCOc1ccc(S(=O)(=O)N2CCN(C)CC2)c2ccccc12 | -0.5 | 0 | i | 4 | -8 | -0.6 | 0.0 | 3 | 2 | -1
Nc1ncc(N=Nc2cc(C(=O)O)ccc2Cl)s1 | 0.0 | 14 | i | 19 | 11 | 1.7 | 1.8 | 50 | 13 | 8
CCNC(=S)NC1CC2CCCC(C1)N2CCc1ccccc1 (centres undefined) | 0.0 | 0 | i | 0 | -5 | -2.9 | 1.5 | -2 | -2 | -2
COc1cccc(NC(=O)C2CCN(S(C)(=O)=O)CC2)c1 | 0.5 | 1 | i | -5 | 0 | -0.9 | 0.7 | -4 | 0 | -2
Cc1ccc(S(=O)(=O)N2CCN(C(=O)CN3C(=O)NC(C)(c4ccc(Cl)cc4)C3=O)CC2)c(C)c1 (centres undefined) | -0.4 | -5 | i | 2 | -2 | -0.3 | 1.8 | -3 | 0 | 12
O=C(C[n+]1ccc(C(=O)N/N=C/c2ccc(Cl)cc2Cl)cc1)c1ccccc1 | 0.6 | 1 | i | 1 | -25 | 1.5 | 1.2 | -6 | 3 | 4
O=C(CNC(=O)c1ccccc1)OCC(=O)c1cccs1 | -0.2 | 3 | i | 0 | -2 | -1.7 | -0.5 | 10 | -2 | 8
CCc1nnc(NC(=O)CCC(=O)NCCc2ccc(OC)c(OC)c2)s1 | 0.0 | 2 | i | -7 | 3 | 0.3 | 1.4 | -5 | 2 | 0
CC1(C)CC(=O)C2=C(C1)N(Cc1cccnc1)C(=O)C2(NC(=O)c1cccnc1)C(F)(F)F (centres undefined) | -0.6 | -1 | i | -1 | -1 | 0.6 | 0.9 | -3 | -1 | 5
Cc1ccc(NC(=O)Cn2sc3ccccc3c2=O)cc1 | -0.2 | 3 | i | -2 | 6 | -1.8 | 0.1 | / | 1 | -4
COc1cccc(CN(C)C(=O)c2cc(COc3c(F)cccc3F)on2)c1 | -0.8 | -2 | i | 0 | 0 | 0.2 | 0.0 | -14 | -2 | -10
Cc1cc(F)ccc1-c1cc(C(=O)NCc2cc(C(F)(F)F)cc(C(F)(F)F)c2)[nH]n1 | 0.1 | 2 | i | 4 | 4 | -0.4 | -0.2 | / | 4 | 6
COc1cc(NC(=O)CN2C(=O)CN(C)C2=O)c(C)cc1[N+](=O)[O-] | -0.2 | -3 | i | -2 | -19 | -0.8 | 1.6 | -7 | 0 | 0
C=CCNC(=S)NNc1nc2sc3c(c2c(=O)[nH]1)CC(C)(C)OC3 | -0.6 | 0 | i | 3 | 4 | 1.5 | 0.1 | -3 | -1 | 3
